Compound activity: PubChem BioAssay, several laboratories
NPR1 activator – GC-A stimulated cGMP production enhancers – HEK293 GC-A cells, cGMP TR-FRET, EC30 ANP, primary screen; activation, % at 10 µM; 370,000 compounds, 0.14% hits; Atrial natriuretic peptide receptor 1 (Homo sapiens), P16066; 0% at EC30 ANP, 100% saturating ANP; in the data active means activation above about 40%
UHRF1 MBD2 ctr – UHRF1 methylated DNA binding inhibitors, primary screen, counter-screen for MBD2 inhibitor project, biochemical, TR-FRET, human UHRF1, single concentration; E3 ubiquitin-protein ligase UHRF1 (Homo sapiens), Q96T88; UHRF1 binding to methylated oligo; inhibition, % at 4.4 µM; 370,000 compounds, 0.75% hits; AID 687016, 2013; in the data active means inhibition above about 21%;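 further: UHRF1 SRA domain binding a hemimethylated CpG hairpin DNA probe; 0% = median of test compound wells and 100% = reference inhibitor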
TCR CD3 inh – inhibitors of human TCR-CD3 interaction, primary screen, biochemical, fluorescence, TAMRA-labeled TCR probe; inhibition, % at 9.4 µM; AID 651800, 2012; 360,000 compounds, 0.37% hits; T-cell receptor (TCR); in the data active means inhibition above about 19%;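 further: recombinant mutant TCR 2C K166C tagged with TAMRA read by polarization; 0% = receptor in buffer alone and 100% = receptor with positive control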
NPR2 activator – human GC-B receptor activators, primary screen, HEK293 GC-B cells, cGMP TR-FRET, EC30 CNP; AID 1920062, 2024; 0% at EC30 CNP, 100% saturating CNP; Atrial natriuretic peptide receptor 2 (Homo sapiens), P20594; 370,000 compounds, 0.11% hits; activation, % at 10 µM;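 active means activation at 10 µM reaching about 35% in either raw or pattern-adjusted values, limit read from the data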
rCAG binder – binders of r(CAG) RNA repeats, primary screen, biochemical, fluorescence. r(CAG) RNA repeat, TO-PRO-1 dye displacement fluorescence. inhibition, % at 3 µM. 370,000 compounds, 1.3% hits. AID 651821, 2012;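 active means inhibition above the plate cutoff, the mean of all test compounds on that plate plus 3 SD, cut at about 35% in these data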;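 further: 0% = DMSO alone and 100% = 100 µM mitoxantrone as full dye displacement; higher means more dye released from RNA so lower well fluorescence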
SIAE primary – human SIAE inhibitors, primary screen, biochemical, fluorescence polarization, FP-Rh probe, 1536-well HTS. inhibition, % at 9.66 µM. 370,000 compounds, 0.69% hits. Sialate O-acetylesterase (Homo sapiens), Q9HAT2. SIAE FP-Rh probe binding;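 active means inhibition above a cutoff: mean of compounds within the control limits plus 3 SD of those, cut at about 17% in these data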;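 further: 0% = plate median of compound wells and 100% = probe without SIAE protein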
MBD2 DNA inh – inhibitors of MBD2 binding to methylated DNA, primary screen, biochemical, TR-FRET, DNA-binding domain, human. MBD2 binding to methylated oligonucleotide. inhibition, % at 4.4 µM. 370,000 compounds, 0.31% hits. AID 686964, 2013; in the data active means inhibition above about 13%
PRMT1 FP inh – PRMT1 methyltransferase inhibitors, primary screen, biochemical, fluorescence polarization; Protein arginine N-methyltransferase 1 (Homo sapiens), Q99873; recombinant PRMT1, activity-based probe fluorescence polarization; inhibition, % at 2.79 µM; 370,000 compounds, 1.3% hits; AID 652257, 2013;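 active means inhibition above about 21% made by adding two undisclosed values, limit read from the data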
mABHD4 FP – ABHD4 inhibitors, primary screen, biochemical, fluorescence polarization, mouse; 370,000 compounds, 0.54% hits; inhibition, % at 8.92 µM; purified mABHD4, FP-Rh probe fluorescence polarization;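 active means inhibition exceeding the mean over every tested compound plus 3 SD, cut at about 30% in these data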;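 further: 0% = plate median of compound wells and 100% = S159A mutant with DMSO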
Target sequence (Q8VD66 whole entry, looked up): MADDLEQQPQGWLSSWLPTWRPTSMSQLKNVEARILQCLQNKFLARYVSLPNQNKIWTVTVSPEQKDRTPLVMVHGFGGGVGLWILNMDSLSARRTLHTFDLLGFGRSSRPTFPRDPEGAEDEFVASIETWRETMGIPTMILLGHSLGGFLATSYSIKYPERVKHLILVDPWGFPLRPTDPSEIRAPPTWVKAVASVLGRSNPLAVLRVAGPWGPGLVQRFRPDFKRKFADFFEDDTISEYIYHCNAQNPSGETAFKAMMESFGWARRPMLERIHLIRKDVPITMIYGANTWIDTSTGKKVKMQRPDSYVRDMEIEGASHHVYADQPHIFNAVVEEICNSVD
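Test system: mABHD4 protein; Read-out basis: % inhibition; Incubation: 45 min + 60 min at 25 °C; Repeats: single replicate; Technique: fluorescence polarization with parallel and perpendicular emission, 525/598 nm; Compound: 8.92 µM, single dose; Benchmarks: full inhibition S159A mutant plus DMSO, zero as sample-well median.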
HTRA1 inhibitor – HTRA1 serine protease inhibitors, primary screen, biochemical, fluorescence polarization, HTS; Q92743; recombinant HTRA1, FP-rhodamine activity-based probe; inhibition, % at 5.96 µM; 340,000 compounds, 0.5% hits; AID 504803, 2011; in the data active means inhibition above about 36%;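 further: 0% = enzyme with DMSO and 100% = wells lacking enzyme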
Target sequence (Q92743 whole entry, looked up): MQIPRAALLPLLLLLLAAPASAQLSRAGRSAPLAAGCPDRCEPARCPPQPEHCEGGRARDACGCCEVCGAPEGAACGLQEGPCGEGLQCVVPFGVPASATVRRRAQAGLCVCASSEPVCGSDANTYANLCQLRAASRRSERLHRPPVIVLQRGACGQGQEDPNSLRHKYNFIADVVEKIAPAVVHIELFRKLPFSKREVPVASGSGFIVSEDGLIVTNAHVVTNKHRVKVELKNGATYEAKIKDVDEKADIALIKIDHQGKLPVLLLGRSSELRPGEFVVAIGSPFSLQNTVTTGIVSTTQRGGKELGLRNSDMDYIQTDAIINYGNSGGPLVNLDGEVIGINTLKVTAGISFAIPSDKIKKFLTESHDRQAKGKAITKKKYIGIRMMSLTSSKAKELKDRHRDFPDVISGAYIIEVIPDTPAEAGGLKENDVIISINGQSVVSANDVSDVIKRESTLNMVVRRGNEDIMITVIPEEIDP
Numbers without * were called inactive; . = not tested or not shown.

A first look, eight compounds:
SMILES | NPR1 activator | UHRF1 MBD2 ctr | TCR CD3 inh | NPR2 activator | rCAG binder | SIAE primary | MBD2 DNA inh | PRMT1 FP inh | mABHD4 FP | HTRA1 inhibitor
N#Cc1cc([N+](=O)[O-])ccc1NC(=O)CSc1n[nH]c(=O)n1C1CC1 | -2 | 1 | -3 | 2 | 6 | -1 | 4 | 11 | -2 | 2
O=C(Nc1ccc([N+](=O)[O-])cc1)Nc1cnccn1 | 0 | 12 | -3 | 0 | 3 | -5 | -3 | 4 | -4 | -1
CSCCC(NS(=O)(=O)c1cccc(C(F)(F)F)c1)C(=O)Nc1ccccc1N1CCCC1 (stereo not given) | -6 | 0 | -2 | -4 | -5 | 12 | 0 | 3 | -7 | -22
CCCOc1ccc(N2C(=O)CC(N(CCc3ccc(S(N)(=O)=O)cc3)C(C)=O)C2=O)cc1 (stereo not given) | 4 | 6 | 4 | 0 | 8 | -9 | 2 | 0 | -11 | -7
Cc1c(S(=O)(=O)N2CCCCC2)c(=O)n(C)c(=O)n1C | 4 | -1 | -1 | 2 | -1 | 3 | -2 | 0 | 0 | 1
COc1ccc(OCC(=O)NNc2c3ccccc3nc3ccccc23)cc1 | 9 | -4 | -7 | 11 | 8 | -2 | -1 | 3 | 15 | 6
CN1CCc2c(sc3c2c(=O)n(-c2ccccc2)c2nnc(SCc4ccc(Cl)cc4)n32)C1 | 0 | 0 | 3 | -3 | 9 | -11 | 4 | 12 | -3 | 4
CCCN(CC(=O)Nc1ccccc1C)C(=O)CCl | 2 | -2 | 4 | -1 | -2 | 4 | 2 | -1 | 0 | -3

The whole of this part (from the top)
SMILES | NPR1 activator | UHRF1 MBD2 ctr | TCR CD3 inh | NPR2 activator | rCAG binder | SIAE primary | MBD2 DNA inh | PRMT1 FP inh | mABHD4 FP | HTRA1 inhibitor
N#Cc1cc([N+](=O)[O-])ccc1NC(=O)CSc1n[nH]c(=O)n1C1CC1 | -2 | 1 | -3 | 2 | 6 | -1 | 4 | 11 | -2 | 2
O=C(Nc1ccc([N+](=O)[O-])cc1)Nc1cnccn1 | 0 | 12 | -3 | 0 | 3 | -5 | -3 | 4 | -4 | -1
CSCCC(NS(=O)(=O)c1cccc(C(F)(F)F)c1)C(=O)Nc1ccccc1N1CCCC1 (stereo not given) | -6 | 0 | -2 | -4 | -5 | 12 | 0 | 3 | -7 | -22
CCCOc1ccc(N2C(=O)CC(N(CCc3ccc(S(N)(=O)=O)cc3)C(C)=O)C2=O)cc1 (stereo not given) | 4 | 6 | 4 | 0 | 8 | -9 | 2 | 0 | -11 | -7
Cc1c(S(=O)(=O)N2CCCCC2)c(=O)n(C)c(=O)n1C | 4 | -1 | -1 | 2 | -1 | 3 | -2 | 0 | 0 | 1
COc1ccc(OCC(=O)NNc2c3ccccc3nc3ccccc23)cc1 | 9 | -4 | -7 | 11 | 8 | -2 | -1 | 3 | 15 | 6
CN1CCc2c(sc3c2c(=O)n(-c2ccccc2)c2nnc(SCc4ccc(Cl)cc4)n32)C1 | 0 | 0 | 3 | -3 | 9 | -11 | 4 | 12 | -3 | 4
CCCN(CC(=O)Nc1ccccc1C)C(=O)CCl | 2 | -2 | 4 | -1 | -2 | 4 | 2 | -1 | 0 | -3
COc1ccc(-c2ccc(C(=O)NCc3ccc(N4CCN(C)CC4)cc3)c3occc23)c(C)c1 | -11 | 0 | 3 | 2 | 2 | 8 | -3 | -5 | 22 | .
CCn1c(C)[n+](CC(O)COCC2CC=CCC2)c2ccccc21 (stereo not given) | 3 | 0 | -8 | 1 | -1 | 2 | 4 | 2 | 2 | 6
COc1ccc(CN(C)S(=O)(=O)c2nnc(NC(=O)c3cccc(C)c3)s2)cc1OC | -3 | 0 | 1 | -7 | 67* | -16 | 0 | 0 | -11 | -27
CCOC=C1SC(=S)N(c2ccccc2OC)C1=O | 2 | -4 | -11 | 4 | 3 | -17 | -1 | 5 | -54 | -1
CC(Sc1nnc(C2CC2)n1Cc1ccccc1)C(=O)N1CCNC1=O (stereo not given) | -2 | -2 | 12 | 1 | 3 | 0 | 1 | -1 | -1 | -4
O=C(c1ccccc1)C(O)C(c1ccccc1)N1CCOCC1 (stereo not given) | -7 | -3 | 2 | 6 | 2 | 11 | -2 | -2 | -2 | -1
Cc1ccsc1C(=O)OCC(=O)N1CC(=O)Nc2ccccc21 | 2 | -1 | -2 | -2 | 2 | 8 | -4 | -4 | 5 | 4
CCc1ccc2nc(N(CCCN(C)C)C(=O)c3ccc(S(=O)(=O)N4CCCC4)cc3)sc2c1 | -4 | 7 | -1 | -3 | -6 | 0 | 3 | 3 | 1 | 0
O=C(Oc1cccc(Cl)c1)N1CCOCC1 | 0 | 1 | -10 | 5 | -2 | 0 | 0 | 6 | 1 | -3
C/C(=N/NC(=O)CN1CCN(Cc2ccccc2Cl)CC1)c1cccc(O)c1 | -3 | 1 | . | 2 | 0 | 3 | -3 | 2 | 7 | .
CC(CC(=O)Nc1ccc(F)c([N+](=O)[O-])c1)c1ccccc1 (stereo not given) | 1 | 1 | 1 | -2 | 2 | -2 | 5 | 2 | 2 | -4
COc1ccccc1NC(=S)NCc1ccc2c(c1)cc(C)n2C | 5 | 1 | -1 | 6 | 5 | 4 | -4 | -2 | 2 | 38*
COc1cc(/C=C2/C(=O)c3cccc([N+](=O)[O-])c3C2=O)c(Br)cc1O | 11 | -9 | -7 | 15 | 60* | -15 | -4 | 62* | 46* | 30
CC#CC[N+](C)(C)CCCCCC | 2 | 4 | -4 | 6 | -3 | -3 | 3 | 9 | 1 | 7
CCCCCCC(O)(CCN1CCCCC1)c1ccccc1 (stereo not given) | -38 | -2 | 3 | -12 | -6 | -2 | 2 | 0 | 1 | 0
Cc1ccc(S(=O)(=O)N2CCC(=O)N([C@H](COCc3cccc(Cl)c3)C(C)C)CC2)cc1 | -3 | 3 | -5 | -8 | 2 | 0 | 0 | 1 | -1 | .
N#Cc1c(N)nc(SCc2ccncc2)c(C#N)c1-c1cccs1 | 21 | 3 | -1 | 12 | 8 | -29 | 0 | 6 | -3 | -39
COc1ccc(C(c2nnnn2C2CCCCC2)N2CCN(C/C=C/c3ccccc3)CC2)cc1 (stereo not given) | 0 | 2 | -3 | 1 | 2 | -1 | -2 | -6 | -6 | .
Cc1nnc(SCC(=O)Nc2ccccc2N2CCOCC2)s1 | -2 | -2 | 8 | 7 | -2 | -2 | 7 | 0 | -1 | 3
CCOC(=O)CNC(=O)c1cn(CC)c(=O)c2cc(OC)c(OC)cc12 | 5 | 7 | -9 | 1 | 2 | -6 | 3 | 3 | -14 | -1
COc1ccc(NC(=O)c2ccc(NC(=O)CCS(=O)(=O)c3cccs3)cc2)cc1 | -3 | -2 | 5 | -4 | 1 | -3 | 0 | 4 | 3 | -4
CCc1nc(N2CCC3(CC2)OCCO3)c2nnn(Cc3ccccc3Cl)c2n1 | 5 | -1 | 2 | -2 | 4 | 0 | -4 | 1 | -4 | -12

Later entries:
The line under a structure holds: NPR1 activator, UHRF1 MBD2 ctr, TCR CD3 inh, NPR2 activator, rCAG binder, SIAE primary, MBD2 DNA inh, PRMT1 FP inh, mABHD4 FP, HTRA1 inhibitor
C[C@H]1CN([C@@H](C)CO)S(=O)(=O)c2ccc(Br)cc2O[C@H]1CN(C)Cc1ccccc1F
→ -20, 5, -6, -13, 3, 0, 3, 11, -26, -16
CN(C)S(=O)(=O)c1ccc(C(=O)NN2C(=O)NC3(CCCCC3)C2=O)cc1
→ 0, 0, -7, 2, -2, 1, 5, 4, -4, 1
O=c1ccc2ccc(O[C@@H]3O[C@H](CO)[C@@H](O)[C@H](O)[C@H]3O)c(O)c2o1
→ 1, -2, 5, -1, 0, 8, -4, -1, 1, -2
CCOC(=O)c1nc(NCc2ccccc2C)c2ccccc2n1
→ 1, 1, 8, 9, -6, -3, -6, -4, -8, -10
Cc1[nH]c2ccccc2c1/C=N/NC(=O)c1ccccc1
→ 6, 4, -5, 2, 2, 3, 1, 0, -2, 2
CCOC(=O)COc1nc(OC)nc(N2CCOCC2)n1
→ 6, -1, -5, -6, -2, -1, -3, -1, 2, 2
Cc1ccc(NC(=O)CSCC(=O)Nc2ncc3c(n2)CC(c2ccco2)CC3=O)cc1 (stereo not given)
→ -1, -2, 10, -5, 6, 1, -3, 9, 5, 0
COC(=O)c1c(C)[nH]c(C(=O)CN2CCOCC2)c1C
→ -1, 1, 1, 1, 1, 2, -3, 2, -2, 2
O=C(CSCc1ccc([N+](=O)[O-])cc1)N/N=C/c1ccncc1
→ 1, 2, 3, -1, -1, 2, 1, -1, -1, 2
COc1ccc([C@@H]2[C@@H](C)N(c3ccccc3)c3ccccc3C(=O)N2Cc2ccccc2)cc1
→ -3, -1, 10, -6, 6, 1, 3, -4, -11, -45
OC[C@@H]1CN(Cc2ccc3c(c2)OCO3)C[C@H](n2cnc3c(NCc4ccco4)ncnc32)O1
→ -2, 0, 2, 0, 2, -2, 1, 1, -3, .
COC/C=C/C1=CC2=CC(=O)C(C)(OC(=O)c3cnc4ccccc4n3)C(=O)C2=CN1Cc1ccccc1 (stereo not given)
→ -1, -3, 8, 7, 16, 14, -7, 14, 34*, 26
COC(=O)C1=C[C@@H](C(=O)OC)[C@@H]2C3=C(C(=O)[C@@]2(C)NC(=O)c2ccccc2)[C@H](C)n2c(=O)n(C)c(=O)n2[C@@H]3C1
→ 1, 0, 9, 6, -4, 6, -7, -4, 0, 3
CCOC(=O)C1=C(C)NC(=O)C(C(N)=O)C1c1ccccc1 (stereo not given)
→ -2, -3, 2, 2, -3, -4, -1, -2, 3, 4
Cc1ccc2cc(C#N)c(N3CCCN(C(=O)c4cnccn4)CC3)nc2c1
→ 4, -3, -3, -4, -4, -1, 0, 7, -2, 5
O=C(CCCn1c(SCC(=O)Nc2ccccc2C(F)(F)F)nc2ccccc2c1=O)NCC1CCCO1 (stereo not given)
→ -2, -2, 10, 1, -7, -4, -5, -5, -7, 0
CC(=O)Nc1cccc(-c2ccnc3c2CC(C)(C(=O)Nc2cccnc2)O3)c1 (stereo not given)
→ 1, 0, -1, -6, -2, 1, -6, -7, -1, .
Cc1ccc(-c2onc3ccc(C4OCCO4)cc23)cc1
→ -3, -3, 5, -4, 1, 8, -2, -1, -3, -39
COc1ccc(N2CCN(C(=O)c3ccc(N(C)S(=O)(=O)c4ccc(OC)cc4)cc3)CC2)cc1
→ 4, -1, -1, 1, -1, 1, -2, -1, 2, -5
CN1C(=O)N(C)c2cccc3cccc1c23
→ -7, -2, 3, -2, -3, -4, 0, 4, -2, 11
CC(C)CCn1nc(C(=O)OC(C)C(=O)NC(N)=O)c2ccccc2c1=O (stereo not given)
→ -5, 0, 2, 2, -9, 9, 3, -3, 2, 9
COCc1c(C(=O)NC2CCCCC2)sc2cccc(F)c12
→ -1, 1, -1, 0, 1, -4, 3, 2, -1, -14

These rows are one share of the data; the hit share may differ from the screen's.
